# Compound activity deposited in PubChem by several laboratories.
# NS3 helicase inh = inhibitors of Hepatitis C virus NS3 helicase. NS3 helicase DNA unwinding, Cy5 molecular beacon fluorescence. inhibition, % at 10.9 µM. 290,000 compounds, 0.56% hits. AID 1800;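 active means inhibition above the mean of all tested compounds plus 3 SD, set per campaign, cut at about 35% in these data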;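 further: 0% = DMSO wells and 100% = thioflavine S control wells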
#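 Material: hepatitis C virus NS3 helicase domain fragment enzyme; measured by: Cy5 fluorescence, 0 and 60 min reads; control set: DMSO and thioflavine S; incubation: 60 min unwinding reaction at 25 °C after ATP addition; read-out basis: % inhibition from 60/0 min fluorescence ratio, DMSO 0%, thioflavine S 100%; repeats: singlicate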
# DNA FID counter = fluorescent intercalator displacement, NS3 helicase counter-screen | 290,000 compounds, 0.17% hits | DNA fluorescent intercalator displacement, fluorescence | inhibition, % at 7.9 µM | AID 1845; in the data active means inhibition above about 37%;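 further: 0% = vehicle and 100% = reference compound; higher means more ethidium bromide displaced from hairpin DNA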
# IMP-1 inh = blocks Pseudomonas aeruginosa IMP-1 metallo-beta-lactamase; purified IMP-1, nitrocefin hydrolysis, epi-absorbance fluorescence; inhibition, % at 5.6 µM; 290,000 compounds, 0.45% hits;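 active means inhibition above the mean plus 3 SD of all compounds in the same screening run, cut at about 4.5% in these data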;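 further: 0% = IMP-1 with DMSO and 100% = DMSO wells lacking enzyme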
#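 System: purified IMP-1 / Input: IMP-1 dispensed at 0.2 nM / Medium: 50 mM HEPES pH 7.1, 50 µM ZnSO4, 0.05% Brij 35 / Timing: 15 min enzyme–compound preincubation, then 25 min nitrocefin reaction, 25 °C / Technique: plate fluorescence quenching by hydrolysis product, ex 480/em 530 nm / Repeats: singlicate testing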
# GPR7 antagonist = antagonists of human GPR7 (neuropeptides B/W receptor 1); 290,000 compounds, 1.1% hits; GPR7-expressing cells, fluorescence antagonist assay; inhibition, % at 4.4 µM; AID 1861; in the data active means inhibition above about 16%, passing the limit was not always enough;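 further: cells stimulated with the agonist NPW; 0% = agonist with vehicle and 100% = vehicle without agonist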
# Target sequence (P48145 whole entry, looked up): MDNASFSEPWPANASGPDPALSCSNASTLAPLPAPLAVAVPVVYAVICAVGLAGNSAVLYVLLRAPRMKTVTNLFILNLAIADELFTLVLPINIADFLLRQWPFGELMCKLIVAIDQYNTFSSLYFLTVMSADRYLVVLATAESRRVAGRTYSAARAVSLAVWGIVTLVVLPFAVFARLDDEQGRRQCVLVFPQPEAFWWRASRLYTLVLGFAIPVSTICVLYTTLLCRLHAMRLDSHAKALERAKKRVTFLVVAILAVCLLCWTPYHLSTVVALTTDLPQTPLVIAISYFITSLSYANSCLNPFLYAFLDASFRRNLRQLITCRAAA
# OXTR agonist = activates the human oxytocin receptor; CHO-OTR cells, Fluo-8 calcium fluorescence; normalized: DMSO 0%, oxytocin 100%; AID 2435; 320,000 compounds, 0.32% hits; activation, % at 3 µM;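 active means activation above the mean of all tested compounds plus 3 SD, cutoff set per screening run, cut at about 20% in these data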;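 further: peak over basal fluorescence ratio from a 100 s FLIPR kinetic read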
# VIM-2 inh = inhibitors of Pseudomonas aeruginosa VIM-2 metallo-beta-lactamase; AID 1527; inhibition, % at 5.6 µM; 290,000 compounds, 0.89% hits; purified VIM-2, nitrocefin hydrolysis, epi-absorbance fluorescence;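 active means inhibition above the mean of all tested compounds plus 3 SD, cutoff set per screening run, cut at about 7.5% in these data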;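 further: red hydrolysis product quenches plate fluorescence so inhibitors raise well fluorescence; 0% = enzyme with DMSO and 100% = DMSO without enzyme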
# V1R ag counter = activates human V1a receptor in oxytocin agonist counter-screen; 320,000 compounds, 0.25% hits; CHO-V1R cells, Fluo-8 calcium fluorescence, agonist mode; 0% DMSO, 100% 3 nM vasopressin; activation, % at 3 µM; AID 2797;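 active means activation above the mean activation of all tested compounds plus 3 SD, per screening run, cut at about 20% in these data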;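 further: signal is peak over basal fluorescence ratio across a 100 second FLIPR read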
# Target sequence (P37288 whole entry, looked up): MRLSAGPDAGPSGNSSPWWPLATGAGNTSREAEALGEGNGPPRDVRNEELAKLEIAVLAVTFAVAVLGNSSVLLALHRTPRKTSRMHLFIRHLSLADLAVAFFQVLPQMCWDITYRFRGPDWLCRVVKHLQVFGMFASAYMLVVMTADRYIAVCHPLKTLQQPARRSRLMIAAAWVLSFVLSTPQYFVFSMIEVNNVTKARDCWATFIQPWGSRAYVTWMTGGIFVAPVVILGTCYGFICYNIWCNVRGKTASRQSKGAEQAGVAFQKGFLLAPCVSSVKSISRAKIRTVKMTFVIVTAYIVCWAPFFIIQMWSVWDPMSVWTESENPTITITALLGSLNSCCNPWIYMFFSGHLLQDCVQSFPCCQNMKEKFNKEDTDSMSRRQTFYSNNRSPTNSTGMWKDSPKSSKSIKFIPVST
# PHOSPHO1 inh = inhibitors of human PHOSPHO1 phosphatase; inhibition, % at 13.3 µM; recombinant PHOSPHO1, absorbance phosphatase assay; Q8TCT1; 290,000 compounds, 1.1% hits; in the data active means inhibition above about 60%
# Target sequence (Q8TCT1 whole entry, looked up): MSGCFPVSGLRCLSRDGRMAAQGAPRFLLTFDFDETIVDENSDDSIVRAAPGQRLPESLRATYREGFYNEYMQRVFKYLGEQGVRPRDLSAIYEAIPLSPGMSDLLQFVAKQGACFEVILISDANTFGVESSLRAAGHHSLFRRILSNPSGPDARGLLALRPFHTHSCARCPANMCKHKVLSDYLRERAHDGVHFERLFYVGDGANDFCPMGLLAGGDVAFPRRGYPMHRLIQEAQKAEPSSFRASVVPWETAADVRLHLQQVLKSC
# GalR3 antag = blocks the human galanin receptor 3. O60755. HEK293 GalR3-CNG cAMP membrane potential fluorescence; galR3 body fused to GalR1 C-terminus. inhibition, % at 3 µM. 360,000 compounds, 0.44% hits. AID 651719;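 active means inhibition above the screen-wide average plus 3 SD, cut at about 13% in these data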;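 further: forskolin and galanin both at EC90 stimulate the cells; cAMP rise reported by CNG channel membrane potential dye signal; 0% = forskolin plus galanin with DMSO and 100% = forskolin alone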
# Starred values were filed as active, the others as inactive; . = no result given.
SMILES,NS3 helicase inh,DNA FID counter,IMP-1 inh,GPR7 antagonist,OXTR agonist,VIM-2 inh,V1R ag counter,PHOSPHO1 inh,GalR3 antag
CC(=O)OCC1(C)CN(c2ccccc2)NC1=O (stereo unspecified),4,-3,-2.8,-13,0.0,2.0,0.8,-26,-5
O=C(CN(C1CCCCC1)S(=O)(=O)c1ccc(Cl)cc1)NCCCO,8,-15,-2.4,1,2.5,-0.7,0.8,-3,-1
COc1ccc(NC(=O)CN2C(=O)NC3(CCCC3)C2=O)cc1,-4,-5,-5.0,-4,0.2,1.9,-0.2,-15,-8
Cc1cc(NS(=O)(=O)c2ccc(NC(=O)COc3ccc(Cl)cc3)cc2)no1,8,-30,-2.4,0,-0.5,-2.5,0.3,-11,-2
O=C(NC(=S)NCc1ccccc1)c1ccc2c(c1)OCO2,-6,-3,0.2,-8,-1.9,0.8,0.5,39,0
Cc1cc(N/N=C/c2ccc(F)cc2)nc(-n2nc(C)cc2C)n1,19,-15,-6.3,-25,-2.5,-2.8,-1.3,8,-4
O=C(NC(Cc1ccccc1)C(=O)N1CCCCCC1)c1ccccc1 (stereo unspecified),10,-36,-1.5,-7,.,-2.5,.,4,-1
CCCc1nn2c(=O)cc(COc3cccc(NC(=O)c4ccco4)c3)nc2s1,0,-32,-1.0,1,0.3,-0.1,0.8,34,3
Cc1c(NC2=C(Cl)C(=O)N(c3ccccc3)C2=O)c(=O)n(-c2ccccc2)n1C,-1,-5,-3.0,-4,0.1,-1.9,-0.8,19,-2
COCCNC(=O)C(=O)NCC1OCCN1S(=O)(=O)c1cccs1 (stereo unspecified),-5,-5,-0.1,-12,0.2,-3.8,0.0,24,-7
CSc1ccccc1NC(=O)Cc1ccc(Br)cc1,-4,0,-1.8,-4,-2.9,-2.6,-1.1,1,-1
CCC(C)N1CC23C=CC(O2)C(C(=O)OC)C3C1=O (stereo unspecified),-2,-3,-3.2,-2,1.2,-2.7,-0.5,22,1
Cc1ccnc(NC(=S)NC(=O)c2ccco2)c1,-2,-2,-2.9,-5,-1.1,-2.2,-0.5,4,2
CCc1ccccc1OCCOc1ccc(C)cc1OC,-16,-6,-3.5,-8,-1.9,3.0,-0.1,60*,-1
CC(=O)N1c2ccc(S(=O)(=O)NCC3CCC(C(=O)N4CCCC(C)C4)CC3)cc2CC1C (stereo unspecified),-4,-56,-2.9,-14,3.9,-2.1,6.5,49,-7
O=C(Nc1ccc(F)cc1)c1cccc(N2C(=O)C3C4CCC(C4)C3C2=O)c1 (stereo unspecified),-12,-14,-2.2,-9,2.5,-3.5,2.3,-9,0
CCCn1nnc(NC(=S)NC(=O)c2ccc(-c3ccc(Br)cc3)o2)n1,3,-3,-1.6,-11,-0.8,-3.4,-0.3,-1,-2
Cc1ccc(-c2ccc(CCC(=O)O)n2-c2cccc(O)c2)cc1,24,-19,-2.2,-15,-0.8,-6.1,-0.2,21,6
O=C(NCC1CCCO1)c1ccc(NS(=O)(=O)c2cccs2)cc1 (stereo unspecified),1,-11,-1.1,-17,1.0,-2.5,-0.4,33,1
CC(C)CNC1CS(=O)(=O)CC1O (stereo unspecified),-4,0,-1.0,-2,1.3,-1.7,1.4,0,-5
CCCCn1c(NCCC)nc2c1c(=O)[nH]c(=O)n2C,8,-5,-3.0,-12,.,-1.9,.,-31,3
Cc1cccc(C(=O)O)c1NC(=O)Cc1cccc2ccccc12,-3,-13,-4.3,-7,-0.4,0.4,0.4,.,1
Cc1nc(C2COc3ccccc3O2)sc1C(=O)O (stereo unspecified),-10,3,-2.7,-4,1.1,-2.8,0.8,-6,-4
CC(C)COc1ccc(C(=O)CCN2CCCCC2)cc1,-13,6,-3.0,-2,0.1,0.2,1.2,11,-4
COc1ccc(NC(=O)CSc2nnc(COc3ccccc3)n2Cc2ccco2)cc1OC,-8,-31,-1.4,-5,1.6,-0.3,3.0,36,-2

# PHOSPHO1 inh: hit marks shown above.
SMILES,NS3 helicase inh,IMP-1 inh,GPR7 antagonist,VIM-2 inh,PHOSPHO1 inh,GalR3 antag
CCc1ccccc1OCCOc1ccc(C)cc1OC,-16,-3.5,-8,3.0,60*,-1

# Other entries.
SMILES,NS3 helicase inh,DNA FID counter,IMP-1 inh,GPR7 antagonist,OXTR agonist,VIM-2 inh,V1R ag counter,PHOSPHO1 inh,GalR3 antag
CCOc1ccc(CCNC(=O)c2nnn(CC(=O)Nc3c(C)cc(C)cc3C)c2N)cc1OCC,-15,-26,-1.1,12,-0.7,-1.2,-0.8,22,-7
CCOc1ccccc1CNC(=O)CCNC(=O)Cn1ccc2ccccc2c1=O,-1,-8,-0.3,-4,-0.9,-0.4,-0.3,-8,-2
COc1ccc(Br)cc1C(=O)Nc1cccc(C)c1,-2,-5,-3.4,-9,-1.6,-3.1,-0.9,-7,-8
O=C(CNC(=O)c1ccccc1C(F)(F)F)N/N=C/c1cccs1,2,-4,-2.2,-13,0.4,-1.4,-0.3,43,-9
O=C(Nc1ccccc1F)c1ccc(-c2cccc([N+](=O)[O-])c2)o1,-1,-8,-1.6,-3,-1.2,-1.1,-0.7,-37,-3
CC(C)Sc1nc2c(c(=O)[nH]1)C(c1cccs1)C1=C(CC(C)(C)CC1=O)N2 (stereo unspecified),1,-27,-0.7,6,-1.2,-0.9,1.0,34,-4
COC(=O)c1cc2ccsc2n1Cc1cc(=O)n2ccccc2n1,0,-14,-2.4,-6,0.1,-3.9,0.1,3,-9
COC(=O)c1cc(NC(=O)CSc2nnc(CN3CCOCC3)n2C)ccc1Cl,8,-15,-0.6,-3,-0.1,1.4,0.5,19,2
CCn1c(-c2ccccc2O)n[nH]c1=S,5,-2,0.3,-3,2.0,3.0,1.3,65*,-7
Fc1ccc2nc(Nc3nc4c(s3)CCCC4)sc2c1,2,-2,4.0,-3,-0.3,-1.6,-0.6,-94,-10
CCOC(=O)c1ccc(NC(=O)CSc2nc(SC)ns2)cc1,-6,-1,-0.8,2,4.5,-2.3,2.4,-3,0
COc1ccc(S(=O)(=O)NC(CC(=O)NCCc2ccc(OC)c(OC)c2)c2ccco2)cc1 (stereo unspecified),-11,-22,-2.0,-2,0.2,-1.7,0.7,-24,8
CC1(C)CC(=O)C(C=NCCN2CCN(C(=O)c3ccc(F)cc3)CC2)=C(O)C1,-9,-23,-6.9,0,-0.2,-4.3,1.2,3,-2
O=C(NCCNC(=O)c1ccccc1Br)c1ccccc1Br,1,-4,-2.2,3,0.5,-2.3,0.9,24,-8
COc1ccc(NC(=O)C2CCCN2C(=O)NCc2ccccc2)c(OC)c1 (stereo unspecified),-5,-5,-1.3,-8,-0.9,-0.1,0.4,-4,1
CN1C(=O)/C(=C\c2ccc(OC(=O)c3ccco3)cc2)SC1=S,8,-2,-1.5,-6,2.7,-0.3,1.4,35,3
CN(CCNC(=O)c1ccc(CS(=O)(=O)c2c(Cl)cccc2Cl)o1)CCc1ccccc1,-22,13,-3.6,-6,0.5,-1.9,0.8,65*,-6
CC(C)CCNC(=O)C1CCC(CNS(=O)(=O)c2cccc3nsnc23)CC1 (stereo unspecified),-1,-42,-0.2,-11,2.5,0.4,4.5,37,.
COc1ccc(-c2nnc(SC3CCOC3=O)n2C2CCCCC2)cc1OC (stereo unspecified),-6,-33,-3.2,-8,-0.2,-2.1,1.0,75*,-7
COC(=O)c1c(NC(=O)CCN2CCOCC2)sc2c1CCCC2,-23,-16,-0.7,-13,0.4,5.1,-0.2,36,2
O=C(c1sccc1Cl)N1CCN(Cc2ccc3c(c2)OCO3)CC1,-11,-15,1.0,2,-0.3,-2.6,1.8,-6,-5
COc1ccc(S(=O)(=O)N2CCN(C(=O)C3CC3)CC2)cc1,3,-8,0.8,2,1.0,-0.7,0.2,22,-3
CCCn1nc(NC(=O)c2cccs2)c2cc3cccc(C)c3nc21,-8,-10,-1.6,-21,-1.6,-1.0,-0.7,20,-4
COc1ccc(-c2cc(=O)c3cc(OC)ccc3[nH]2)cc1,-2,-1,0.6,1,0.3,-1.8,2.7,6,.
CCOc1ccc(-n2c(=O)c3c4c(sc3n(CC(=O)NCc3ccco3)c2=O)CCC4)cc1,1,-5,-0.3,-7,-0.3,-1.0,0.2,21,1
# (cont.)
SMILES,NS3 helicase inh,DNA FID counter,IMP-1 inh,GPR7 antagonist,OXTR agonist,VIM-2 inh,V1R ag counter,PHOSPHO1 inh,GalR3 antag
Cc1cc2nc(-c3ccc(SCC(=O)N4CCc5ccccc54)nc3)[nH]c2cc1C,2,-4,-2.3,6,0.3,-1.6,-0.1,37,.
O=C(Cc1cccc2ccccc12)OCn1nnc2ccccc2c1=O,-4,-10,0.1,0,-0.8,-3.7,1.6,-6,.
O=C(/C=C/c1ccc(Cl)c([N+](=O)[O-])c1)Nc1cccc(NC(=O)c2ccco2)c1,-2,4,1.4,-11,2.0,-0.8,1.4,6,-12
Cc1cc(C)n(-c2nc(NCCN(C)C)c3c4c(sc3n2)CCCC4)n1,-64,24,-2.0,24*,6.9,-0.9,2.9,-7,1
CC(C)[C@H](Nc1nc(-c2ccccc2)nc2c1oc1ccccc12)C(=O)O,23,-19,-2.3,5,-0.5,-0.7,-0.7,20,-5
CCc1ccc(S(=O)(=O)NCc2csc(-c3cccnc3)n2)s1,-7,-11,0.0,12,0.8,-0.6,4.0,0,.
CCOC(=O)CNC(=O)C(CC(C)C)NC(=O)C1CCCCC1 (stereo unspecified),10,-1,0.8,3,-0.2,-1.9,-0.1,15,-3
Cc1ccc(CNC(=O)Nc2ccccc2)cc1,4,-2,-3.2,-3,-2.2,-3.8,0.2,-16,-1
Cc1ccc(CSc2nnc(SCC(=O)N/N=C/C=C/c3ccccc3[N+](=O)[O-])s2)cc1,1,-3,-4.7,-2,-0.2,-2.3,-0.1,5,-5
Cc1ccc(-c2nnc(Nc3ccc4c(c3)OCO4)c3ccccc23)cc1S(=O)(=O)NCCO,4,-21,-2.3,4,-0.4,-2.0,-0.3,-12,-4
CCOc1ccc2c(C)c(C(=O)O)oc2c1OCC,-3,-1,-2.7,-8,0.2,-3.6,1.6,24,-2
COc1cc(F)ccc1CN1CCC(C(=O)Nc2ccc(Oc3ccccc3)nc2)CC1,-12,16,-3.6,6,12,-3.8,8.9,49,-11
CCOC(=O)c1sc(NC(=O)Nc2ccc(Cl)cc2)cc1C,1,17,-0.1,35*,20*,-0.4,14,-3,-2
COc1cccc(CN2CC(C(=O)NCCCc3ccc(C)cc3)CCC2=O)c1 (stereo unspecified),-9,-52,-2.4,-1,0.5,-0.1,-0.1,12,-3

# A stretch taken from the entries so far, for reference:
SMILES,NS3 helicase inh,DNA FID counter,IMP-1 inh,GPR7 antagonist,OXTR agonist,VIM-2 inh,V1R ag counter,PHOSPHO1 inh,GalR3 antag
Cc1cc2nc(-c3ccc(SCC(=O)N4CCc5ccccc54)nc3)[nH]c2cc1C,2,-4,-2.3,6,0.3,-1.6,-0.1,37,.
O=C(Cc1cccc2ccccc12)OCn1nnc2ccccc2c1=O,-4,-10,0.1,0,-0.8,-3.7,1.6,-6,.
O=C(/C=C/c1ccc(Cl)c([N+](=O)[O-])c1)Nc1cccc(NC(=O)c2ccco2)c1,-2,4,1.4,-11,2.0,-0.8,1.4,6,-12

# This is a random part of the collection; overall some 4.3% were active at least once.
